Source: PubChem (National Center for Advancing Translational Sciences (NCATS))
FLuc counter: qHTS profiling assay for firefly luciferase inhibitor/activator using purifed enzyme and Km concentrations of substrates (counterscreen for miR-21 project). Luciferin 4-monooxygenase (Photinus pyralis), P08659. purified FLuc, Km substrates, luminescence inhibition. Potency, µM (doses to about 57.5 µM), without a hit: top-dose activity change, negative = inhibition, actives largely listed as inhibitors. 6.9% of 360,000 active. AID 588342, 2011; active means well fitted inhibition curve with a large enough effect; inconclusive means small, poorly fitted or top-dose-only effect;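 further: plate controls were vehicle for no effect and reference inhibitor for full effect; nearly all actives have a fitted effect of over 55% in size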
Target sequence (P08659 whole entry, looked up): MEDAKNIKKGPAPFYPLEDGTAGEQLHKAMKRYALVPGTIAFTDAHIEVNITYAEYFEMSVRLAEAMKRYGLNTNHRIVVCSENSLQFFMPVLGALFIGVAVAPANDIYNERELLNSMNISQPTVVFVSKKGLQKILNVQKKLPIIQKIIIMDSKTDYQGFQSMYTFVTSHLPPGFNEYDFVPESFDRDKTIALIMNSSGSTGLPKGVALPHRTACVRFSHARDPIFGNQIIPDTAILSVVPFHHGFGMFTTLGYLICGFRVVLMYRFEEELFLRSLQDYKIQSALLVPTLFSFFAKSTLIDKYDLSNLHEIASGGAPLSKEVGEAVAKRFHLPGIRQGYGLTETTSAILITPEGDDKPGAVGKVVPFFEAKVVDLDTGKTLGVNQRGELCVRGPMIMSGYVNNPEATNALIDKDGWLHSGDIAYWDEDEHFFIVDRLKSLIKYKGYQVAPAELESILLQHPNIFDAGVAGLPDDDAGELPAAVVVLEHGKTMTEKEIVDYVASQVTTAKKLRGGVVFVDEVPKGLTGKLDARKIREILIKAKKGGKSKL
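Biochemical qHTS of compounds, final roughly 60 µM downward over six points, against 10 nM purified firefly luciferase using Km concentrations of substrates (10 uM D-luciferin, 10 uM ATP) in Tris acetate pH 7.5 buffer; luminescence output.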
Numbers without * were called inactive; ? = inconclusive. Potency means the concentration at half of the fitted maximal effect. Some of the compounds tested (hit frequency here may not be typical).

SMILES	FLuc counter
O=C(Cn1nnnc1-c1ccccc1F)Nc1ccc(OC(F)(F)F)cc1	-6%
O=C(c1ccc(F)cc1)N1CCC(c2nc3ccccc3o2)CC1	3%
CCOc1ccc(NC(=O)Cn2nc(Cc3ccncc3)c3ccccc3c2=O)cc1	-9%
CCC1=C(c2ccc(C)cc2)S(=O)(=O)N=C1N1CCC(C(=O)Nc2ccccc2C(=O)OC)CC1	0%
CCOc1ccc2c(c1)c(=O)c(S(=O)(=O)c1ccc(CC)cc1)cn2CC	-2%
CCCCn1c(=N)n(CCCOc2ccc(F)cc2)c2ccccc21	5%
COc1cc2c(=O)c(C(=O)c3ccc(F)cc3)cn(Cc3cccc(F)c3)c2cc1OC	1%
Cc1ccccc1C(=O)Nc1sc2c(c1C(=O)N1CCCCC1)CCC(C)C2 (configuration not stated)	-16%
CCc1nnc2c(NCc3ccc(F)cc3)nc3ccccc3n12	-7%
COc1ccc(-c2cc(C(F)(F)F)nc(SCC(=O)N3CCCCC3C)n2)cc1OC (configuration not stated)	4%
CC1(C)CC(=O)c2cc(-c3nc(-c4ccc(Cl)cc4)cs3)c(=O)n(-c3cccc(F)c3)c2C1	-6%
CCC1=C(c2ccc(C)cc2)S(=O)(=O)N=C1N1CCC(C(=O)NCc2ccc(C)cc2)CC1	-3%
Cc1ccc(C2CC(=O)Nc3c2c(C)nn3-c2nc(C)cc(C)n2)c(C)c1 (configuration not stated)	-2%
CCCOc1cccc(C(=O)N2CCCCC2CCN2CCCCC2)c1 (configuration not stated)	1%
COc1ccc(NC(=O)CN2C(=O)CCn3nc(-c4cccn4C)cc32)cc1	-8%
COc1cc(NC(=O)c2nn(-c3ccc(C)cc3)c(=O)c3c2c2ccccc2n3C)cc(OC)c1OC	1%
Cc1cccc(-n2ncc(C(=O)N3CCC(C)CC3)c2C2CCN(C(=O)OC(C)(C)C)CC2)c1	-3%
CCOc1ccc(C(=O)Nc2ccccc2OCc2cc(=O)n3ccccc3n2)cc1	-19%
O=C(Cn1ccc2cc(S(=O)(=O)N3CCCCCC3)ccc21)NCc1ccccc1Cl	-14%
O=C(NCc1ccccc1Cl)C1CCN(C(=O)N2CCOc3ccccc32)CC1	2%
Cc1cc(Nc2ccccc2O)nc(C)n1	-7%
CCSc1ncc(Cl)c(C(=O)Nc2nnc(CC)s2)n1	-15%
O=C(c1ccccc1)N1CCCCC1CCN1CCCCC1 (configuration not stated)	-5%
COc1ccc(CCC(=O)NCc2ccc3c(c2)CCN3C(=O)c2cccc(C)c2)cc1	-1%
CC(C)c1ccc(-c2noc(SCC(=O)N(C)c3ccc(F)cc3)n2)cc1	6µM*
Cc1cccc(-c2c3c(=O)n(C)c(=O)n(C)c3c3c(C)nc4ccccc4n23)c1	-8%
CC(C)Oc1ccc(C(=O)Nc2ccc(-c3nc4ccccc4s3)cc2)cc1	-4%
O=C(NC1CCCc2ccccc21)c1ccc2c(c1)sc1nc(-c3ccc(F)cc3)cn12 (configuration not stated)	0%
COc1ccc(C(=O)c2cn(Cc3ccccc3F)c3cc4c(cc3c2=O)OCO4)cc1	-6%
CCSc1ncc(Cl)c(C(=O)N2CCN(c3ccc(OC)cc3)CC2)n1	-4%
COc1cc(Nc2nc3c(S(=O)(=O)c4ccc(C)c(C)c4)nnn3c3ccsc23)cc(OC)c1	0%
O=C1c2[nH]nc(-c3ccccc3O)c2C(c2ccccc2F)N1Cc1ccncc1 (configuration not stated)	1%
COc1ccccc1CNC(=O)CCC1N=C2c3ccccc3N=C(SCc3ccc(C)cc3)N2C1=O (configuration not stated)	-2%
CCOc1ccccc1CNC(=O)CSc1n[nH]c(-c2ccccc2Cl)n1	-20%
CC(C)(C)C1CCc2c(sc3nc(-c4cc5cc(Br)ccc5oc4=O)[nH]c(=O)c23)C1 (configuration not stated)	-13%
COc1ccc(NC(=O)CCCN2C(=O)CCn3nc(-c4cn(C)c5ccccc45)cc32)cc1OC	-11%
O=C(CSc1cn(CC(=O)N2CCCCC2)c2ccccc12)Nc1ccc(C(F)(F)F)cc1	0%
COc1ccc(NC(=O)C2CCCN(S(=O)(=O)c3cn(C)cn3)C2)cc1Cl (configuration not stated)	-7%
O=C(NCc1ccccc1Cl)c1ccc2c(O)c(S(=O)(=O)c3ccccc3)c(=O)[nH]c2c1	?
Cc1ccc2nc(COc3ccccc3NC(=O)COc3ccc(F)cc3)cc(=O)n2c1	6%

Some of the entries above, reformatted:
SMILES | FLuc counter
CC(C)c1ccc(-c2noc(SCC(=O)N(C)c3ccc(F)cc3)n2)cc1 | 6µM*
Cc1cccc(-c2c3c(=O)n(C)c(=O)n(C)c3c3c(C)nc4ccccc4n23)c1 | -8%
CC(C)Oc1ccc(C(=O)Nc2ccc(-c3nc4ccccc4s3)cc2)cc1 | -4%
O=C(NC1CCCc2ccccc21)c1ccc2c(c1)sc1nc(-c3ccc(F)cc3)cn12 (configuration not stated) | 0%
COc1ccc(C(=O)c2cn(Cc3ccccc3F)c3cc4c(cc3c2=O)OCO4)cc1 | -6%
CCSc1ncc(Cl)c(C(=O)N2CCN(c3ccc(OC)cc3)CC2)n1 | -4%
COc1cc(Nc2nc3c(S(=O)(=O)c4ccc(C)c(C)c4)nnn3c3ccsc23)cc(OC)c1 | 0%
O=C1c2[nH]nc(-c3ccccc3O)c2C(c2ccccc2F)N1Cc1ccncc1 (configuration not stated) | 1%
COc1ccccc1CNC(=O)CCC1N=C2c3ccccc3N=C(SCc3ccc(C)cc3)N2C1=O (configuration not stated) | -2%
CCOc1ccccc1CNC(=O)CSc1n[nH]c(-c2ccccc2Cl)n1 | -20%
CC(C)(C)C1CCc2c(sc3nc(-c4cc5cc(Br)ccc5oc4=O)[nH]c(=O)c23)C1 (configuration not stated) | -13%
COc1ccc(NC(=O)CCCN2C(=O)CCn3nc(-c4cn(C)c5ccccc45)cc32)cc1OC | -11%
O=C(CSc1cn(CC(=O)N2CCCCC2)c2ccccc12)Nc1ccc(C(F)(F)F)cc1 | 0%
COc1ccc(NC(=O)C2CCCN(S(=O)(=O)c3cn(C)cn3)C2)cc1Cl (configuration not stated) | -7%
O=C(NCc1ccccc1Cl)c1ccc2c(O)c(S(=O)(=O)c3ccccc3)c(=O)[nH]c2c1 | ?
Cc1ccc2nc(COc3ccccc3NC(=O)COc3ccc(F)cc3)cc(=O)n2c1 | 6%

The list goes on.
SMILES	FLuc counter
COc1ccc(NC(=O)CSc2oc(-c3ccc(C)cc3)nc2S(=O)(=O)c2ccc(C)cc2)c(OC)c1	-4%
CCC1CN(C(=O)N2CCC(C(=O)N3CCN(c4ccccc4F)CC3)CC2)c2ccccc2O1 (configuration not stated)	-12%
CCCn1c2ccccc2c2cnn(CC(=O)N(C)c3ccc(F)cc3)c(=O)c21	0%
Cc1ccccc1C(=O)Nc1ccc2oc(-c3ccc(Cl)c(Cl)c3)nc2c1	3%
O=C(NCCc1ccc(Cl)cc1)c1ccc2c(c1)N(Cc1ccccc1)CCS2	-18%
Cc1cccn2c(=O)cc(COc3ccc(NC(=O)COc4ccc(F)cc4)cc3)nc12	3%
CCCCNc1nc(Oc2ccc(OCCC)nn2)nc(N(C)C)n1	4%
Cc1ccc(N2CC(C(=O)Nc3ccc(Br)cc3)CC2=O)cc1 (configuration not stated)	-3%
Cc1ccccc1CNC(=O)c1cccc(NC(=O)N2CCSc3ncccc32)c1	-11%
CCc1nnc2c(N3CCN(c4cc(Cl)ccc4C)CC3)nc3ccccc3n12	-1%
Cc1cc(C)cc(NC(=O)Cn2nc(N3CCN(c4ccccc4)CC3)ccc2=O)c1	-14%
COCCNC(=O)CCN1C(=O)c2cccnc2Oc2ccc(C)cc21	-2%
Cc1nn(C)c2c1c(C(F)(F)F)cc(=O)n2C(C)C(=O)NCCC(C)C (configuration not stated)	5%
Cc1cc(C)cc(OC(C)C(=O)Nc2nonc2-c2ccc(Br)cc2)c1 (configuration not stated)	1%
Cc1c(C(=O)Nc2ccc(F)cc2F)oc2ccc3c(c12)C(=O)CC(C)(C)O3	1.1µM*
Cc1ccc(NC(=O)Cn2nc(C)c3nn(-c4ccc(Cl)cc4)c(C)c3c2=O)cc1C	-5%
CCOc1ccc(C(=O)Nc2ccc3c(c2)CCCN3S(=O)(=O)c2ccc(C)cc2)cc1	-3%
COc1ccc(CCNc2ncnc3c2c(-c2ccccc2)cn3-c2ccc(Cl)cc2)cc1OC	-4%
COc1ccc(NC(=O)c2c(NCc3cccc(F)c3)sc3c2CCCC3)c(OC)c1	-11%
COC(=O)c1scc(-c2ccc(C)cc2)c1S(=O)(=O)Nc1cc(Cl)ccc1C	?
Cc1ccccc1Nc1nn2c(=O)c3ccc(C(=O)NCc4ccccc4)cc3nc2s1	5%
CSc1ccc(CNC(=O)c2cc3c(=O)n(Cc4ccco4)ccc3nc2C)cc1	-2%
CCOc1cccc2cc(-c3nc4sc(C(=O)Nc5ccc(C)cc5)c(C)c4c(=O)[nH]3)c(=O)oc12	-2%
COc1ccc(CNC(=O)Cn2c(=O)n3nc(-c4ccc(OC)cc4)nc3c3ccccc32)cc1	-2%
CCc1ccc(NC(=O)CSC2=Nc3ccccc3C3=NC(CCC(=O)NCc4ccccc4OC)C(=O)N23)cc1 (configuration not stated)	-11%
CC(=O)N1c2ccc(S(=O)(=O)Nc3ccc(Cl)cc3C)cc2CC1C (configuration not stated)	?
Nc1ncc(S(=O)(=O)NCc2ccc(F)cc2)cn1	1%
COC(=O)Cc1c(C)c2ccc3c(c2oc1=O)CN(Cc1ccc(C)cc1)CO3	0%
Cc1ccc(-n2ncc(C(=O)NCCN3CCN(C)CC3)c2C2CCN(C(=O)OC(C)(C)C)CC2)c(C)c1	-6%
COC(=O)c1cc2oc3ccccc3c2n1CC(=O)Nc1ccc(C)cc1Cl	1%
Cc1ccc(C)c(CN2CCC(CNC(=O)C(CC(C)C)N3Cc4ccccc4C3=O)CC2)c1 (configuration not stated)	5%
CCCCN(c1ccccc1)c1ncnc2c1cnn2-c1ccc(Cl)cc1	13µM*
CCOc1ccc(N2CC(c3nc4ccccc4n3Cc3ccccc3F)CC2=O)cc1 (configuration not stated)	-12%
CC1CCN(S(=O)(=O)c2ccc3c(c2)N(CC(=O)NC(C)C)C(=O)CO3)CC1	1%
CCN(CC)C(=O)C1CCCN(c2ncnc3c2nc2n3CCCCC2)C1 (configuration not stated)	-3%
Cc1ccc(C)c(NC(=O)CSc2nncn3c2cc2sccc23)c1	4%
CC(=O)c1ccc(N2CCN(c3nc4ccccc4c4nc(-c5cccc(C)c5)nn34)CC2)cc1	-1%
Cc1nc(N2CCCC2)c2c(C(=O)N3CCN(c4cc(Cl)ccc4C)CC3)c(C)oc2n1	-10%
Cc1ccccc1C(=O)NCC(c1ccc(N(C)C)cc1)N1CCCC1 (configuration not stated)	-1%
COc1ccccc1CNC(=O)C(C)n1c(=O)cc(-c2ccccc2)c2c(C)nn(C)c21 (configuration not stated)	-17%
O=C(CCC(=O)N1CC2CCCN2c2ccccc21)NCc1ccc(F)cc1 (configuration not stated)	7%
CCc1c(C)c2ccc(O)c(CN3CCN(c4cc(Cl)ccc4C)CC3)c2oc1=O	-10%
CN(C(=O)c1c[nH]c2ccc(S(=O)(=O)Nc3cccc(C(F)(F)F)c3)cc2c1=O)C1CCCCC1	?
CN(Cc1ccc(F)cc1)S(=O)(=O)c1nnc(NC(=O)c2ccccc2Cl)s1	?
Cc1ccc(Cl)cc1NC(=O)c1oc2ccc(S(=O)(=O)N3CCC4(CC3)OCCO4)cc2c1C	-1%
CCCS(=O)(=O)N1CCC(n2c(C)nc3cccnc32)CC1	-5%
COc1ccc(NC(=O)CCCc2nnc3n(C(C)C)c(=O)c4sccc4n23)cc1Cl	3%
COC(=O)CNC(c1ccccc1)c1cc(Br)ccc1NC(=O)c1ccc(Cl)cc1 (configuration not stated)	-4%
CC1Cc2cc(S(=O)(=O)NCc3ccc(N(C)C)cc3)ccc2N1C(=O)C1CCC1 (configuration not stated)	-12%
CCCN(CCC)CCNC(=O)c1ccc2c(c1)NC(=O)C(CS(=O)(=O)Cc1cccc(Br)c1)N2 (configuration not stated)	-3%
COc1cc(C)c(S(=O)(=O)Nc2cccc(-c3ccc(N4CCCC4)nn3)c2)cc1C	?
CCCSc1ncc(Cl)c(C(=O)Nc2ccc(S(=O)(=O)N3CCCC(C)C3)cc2)n1 (configuration not stated)	-2%
CCCCNC(=O)C(CC)Sc1nc2ccccc2c(=O)n1CCc1ccc(OC)c(OC)c1 (configuration not stated)	-4%
CC1CCc2c(sc(NC(=O)C3c4ccccc4Oc4ccccc43)c2C#N)C1 (configuration not stated)	-12%
COC(=O)c1ccccc1NC(=O)c1nc(-c2ccc(Cl)cc2)n2c1CCCCC2	-6%
CCCN(CCC)S(=O)(=O)c1ccc2c(c1)N(CC(=O)NC(C)c1ccccc1)C(=O)CS2 (configuration not stated)	-7%
Cc1c2cnn(CC(=O)N3CCN(c4ccccc4)CC3)c(=O)c2c(C)n1Cc1ccccc1Cl	-16%
COc1ccc(C2c3c(oc4ccc(C)cc4c3=O)C(=O)N2CCCN2CCOCC2)cc1OC (configuration not stated)	0%
Cc1ccc(N2CCN(c3nc4ccccc4c4nnc(C)n34)CC2)c(C)c1	-5%
COc1cc(Cl)c(C)cc1NC(=O)c1ccc(CN2C(=O)CCn3nc(C)cc32)cc1	0%
The list continues.
SMILES	FLuc counter
CCOc1ccccc1CNC(=O)c1cc2c(=O)n(Cc3cccnc3)ccc2nc1C	2%
COC(=O)C1=C(C)N=C2SCCC(=O)N2C1c1ccc(OCc2ccccc2)c(OC)c1 (configuration not stated)	-1%
COc1cccc(NC(=O)CSC2=Nc3ccccc3C3=NC(CCC(=O)NCCc4ccccc4)C(=O)N23)c1 (configuration not stated)	-7%
Cc1cc(C)cc(NC(=O)Cn2cc(C(=O)c3ccncc3)c(=O)c3cc(C)c(C)cc32)c1	2%
Cc1ccc(C)c(Nc2cc(C(=O)NC3CCCC3)c3ccccc3n2)c1	-5%
COc1ccc(C2CC(=O)c3c([nH]c(C(=O)OC4CCCCCC4)c3C)C2)cc1 (configuration not stated)	2%
